PMI act satM6P = PMI (human) activation, high substrate; coupled PMI enzyme assay, resazurin fluorescence, 20 min; active compounds read high; 1 = untreated enzyme, 0 = substrate-free blank; activation factor at 20 µM; P34949; actives 0.34% (n = 190,000);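 active = activation factor of 2 or more at 20 µM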
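assay system = human phosphomannose isomerase with PGI, G6PDH, diaphorase coupling enzymes | quantity = 15 ng/mL PMI | incubation = enzyme reaction with compound 20 min at room temperature | medium = HEPES pH 7.4 buffer with MgCl2 and Tween-20 | compound dosing = one concentration, 20 µM, in 1% DMSO | measured by = Diaphorase-driven resazurin-to-resorufin fluorescence, excitation 544, emission 590 nm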
S1P3 antag = S1P3 (human) receptor antagonism. Q99500. CHO S1P3 NFAT-BLA reporter, FRET fluorescence, antagonist mode. inhibition, % at 4.98 µM. actives 0.27% (n = 170,000). AID 485;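 active = inhibition above the plate cutoff, the mean inhibition of test wells on that plate plus 3 SD, cut at about 28% in these data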;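 also: cells challenged with S1P at its EC80 of 0.8 µM; blue over green emission ratio from cleaved BLA substrate after 4 h stimulation; 0% = S1P-stimulated wells and 100% = unstimulated DMSO-only wells; some compounds past the cut are filed as inactive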
PMI act = activators of human phosphomannose isomerase | P34949 | purified human PMI, coupled resazurin fluorescence, 20 min; active compounds read high; 1 = vehicle control, 0 substrate-free wells | activation factor at 20 µM | actives 0.005% (n = 190,000);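 active = activation factor of 2 or more at 20 µM, relative to plate controls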
Diaphorase inh = diaphorase inhibition or chemical oxidation counter-screen; diaphorase resazurin-to-resorufin fluorescence, NADH, 16 min; bacterial (C. kluyveri) enzyme, not human; actives 0.69% (n = 190,000); inhibition, % at 20 µM;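 active = primary screen inhibition at 20 µM above a set limit, cut at about 50% in these data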;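 also: plate controls were DMSO with full reaction for no effect and wells lacking NADH for full effect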
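System: Diaphorase enzyme from Clostridium kluyveri | Amount: Enzyme working solution with 0.14 U/mL diaphorase | Benchmarks: No-NADH positive control and DMSO neutral control | Signal: Fluorescence of resorufin formed from resazurin, Ex 544/Em 590 nm | Schedule: 16-min room-temperature incubation before reading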
ROMK primary = modulators of human ROMK potassium channel; P48048; Tet-inducible ROMK, thallium flux fluorescence; actives lie on both sides; B-score at 10 µM; actives 2% (n = 130,000); AID 1918;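 active = signal ratio slope over the read window, or its plate-corrected B-score, at least 3 SD from the plate mean, either direction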;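 also: B-score of the F/F0 ratio slope over 7 to 12 s after thallium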
Target sequence (P48048 whole entry, looked up): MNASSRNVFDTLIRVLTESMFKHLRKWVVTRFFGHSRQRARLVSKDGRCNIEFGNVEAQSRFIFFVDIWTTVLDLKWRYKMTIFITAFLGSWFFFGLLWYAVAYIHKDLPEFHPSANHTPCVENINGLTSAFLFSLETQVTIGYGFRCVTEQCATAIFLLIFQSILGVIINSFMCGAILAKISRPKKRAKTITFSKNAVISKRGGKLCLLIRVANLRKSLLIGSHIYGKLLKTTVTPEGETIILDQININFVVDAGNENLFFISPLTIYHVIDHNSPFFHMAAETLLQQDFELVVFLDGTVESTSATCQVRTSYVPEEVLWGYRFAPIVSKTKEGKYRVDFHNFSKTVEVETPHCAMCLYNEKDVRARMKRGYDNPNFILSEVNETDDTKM
G6PDH CS = inhibits Leuconostoc G6PDH, flagging false hits in G6PDH-based assays | actives 0.12% (n = 200,000) | Purified L. mesenteroides G6PDH, diaphorase/resazurin coupled fluorescence, 45 min | inhibition, % at 5 µM | AID 1020; in the data active = inhibition above about 50%
PPARg SRC1 recr = promotes SRC-1 coactivator recruitment by human PPARgamma; P37231; actives 0.41% (n = 200,000); PPARgamma-SRC-1 coactivator recruitment biochemical assay; activation, % at 8 µM; AID 631; in the data active = activation above about 19%;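 also: 0% = DMSO and 100% = reference agonist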
Target sequence (P37231 whole entry, looked up): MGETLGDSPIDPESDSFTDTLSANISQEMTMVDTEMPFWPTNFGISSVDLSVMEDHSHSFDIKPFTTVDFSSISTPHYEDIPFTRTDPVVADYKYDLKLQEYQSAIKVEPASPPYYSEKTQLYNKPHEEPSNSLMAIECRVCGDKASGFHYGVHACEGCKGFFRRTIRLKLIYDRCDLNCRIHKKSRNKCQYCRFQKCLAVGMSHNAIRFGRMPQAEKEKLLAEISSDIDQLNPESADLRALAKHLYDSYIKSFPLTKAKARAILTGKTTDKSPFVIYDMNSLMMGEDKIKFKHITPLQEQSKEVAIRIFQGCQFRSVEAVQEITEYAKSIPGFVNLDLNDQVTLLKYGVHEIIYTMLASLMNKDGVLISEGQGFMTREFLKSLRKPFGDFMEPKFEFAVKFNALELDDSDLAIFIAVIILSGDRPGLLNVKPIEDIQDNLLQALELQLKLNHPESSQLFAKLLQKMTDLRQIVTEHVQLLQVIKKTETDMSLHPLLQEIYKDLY
TR-FRET SRC-2 ct = TR-FRET artefact, counter-screen to PPARgamma/SRC-2 agonist assay; active compounds read high; TR-FRET ratio at 8 µM; actives 0.4% (n = 200,000); in the data active = TR-FRET ratio above about 2000; also: inactives centre near 1500
Diaph act CS = diaphorase activation or chemical reduction counter-screen; Diaphorase/resazurin coupled assay, resorufin fluorescence, 16 min; active compounds read high; 1 = vehicle wells, 0 = NADH-free wells; AID 1229; actives 0.005% (n = 190,000); activation factor at 20 µM;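 active = diaphorase activity raised at least twofold by the compound at 20 µM; inactive = activation factor below 2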
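Assay system: Purified diaphorase enzyme from Clostridium kluyveri | Amount: Enzyme 0.07 U/mL final | Dosing: Compound 20 µM once, DMSO 1% | Timing: 16 min reaction at room temperature | Detection: Fluorescence, excitation 544 nm and emission 590 nm | Evaluation: Higher resorufin formation from activation or reduction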
PPARg SRC2 recr = PPARgamma-driven SRC-2 recruitment agonism; activation, % at 8 µM; AID 1032; P37231; actives 0.34% (n = 200,000); PPARgamma LBD-SRC-2 recruitment, biochemical; in the data active = activation above about 22%;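 also: 0% = vehicle and 100% = reference agonist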
PPARg SRC-3 ag = promotes SRC-3 coactivator recruitment by human PPARgamma | P37231 | biochemical PPARgamma/SRC-3 coactivator recruitment assay | activation, % at 8 µM | actives 0.26% (n = 200,000) | AID 731; in the data active = activation above about 23%;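 also: 0% = DMSO and 100% = reference agonist; some compounds past the cut are filed as inactive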
Numbers without * were called inactive; x = no result given. Random draw from the library. About 3.3% of those tested had a hit in this group.

SMILES | PMI act satM6P | S1P3 antag | PMI act | Diaphorase inh | ROMK primary | G6PDH CS | PPARg SRC1 recr | TR-FRET SRC-2 ct | Diaph act CS | PPARg SRC2 recr | PPARg SRC-3 ag
COc1ccc(C(CNC(=O)c2ccccc2C)N2CCCC2)cc1 (stereo not given) | 0.9 | x | 0.9 | 11 | 1.7 | 5 | -3 | 1437 | 0.9 | -1 | 4
N#CCCn1cc(C(=O)O)c(-c2cccs2)n1 | 1.2 | -14 | 1.2 | -6 | -0.022 | 12 | 8 | 1713 | 1.1 | 5 | 3
O=C(NCc1ccccc1)c1cccc(OCC(=O)N2CCN(C(=O)c3ccco3)CC2)c1 | 1 | -24 | 1 | 30 | x | 21 | 2 | 1480 | 0.7 | 1 | 3
CC(CCc1ccccc1)NC(=O)c1cccs1 (stereo not given) | 1 | x | 1 | 12 | x | 3 | 6 | 1493 | 0.9 | 2 | -1
COc1ccc2c(CC(=O)N3CCN(S(=O)(=O)c4cccs4)CC3)coc2c1 | 0.9 | -10 | 0.9 | 13 | -2.4 | 0 | 9 | 1522 | 0.9 | 8 | 3
O=C1CC(/C=C/c2cccnc2)=Nc2ccccc2N1 | 1 | -5 | 1.1 | 9 | 0.82 | 16 | -1 | 1473 | 0.9 | 5 | 2
Cc1cc(C)c(NC(=O)/C=C\C(=O)O)c(Cl)c1 | 1.2 | -5 | 1.1 | 10 | -0.09 | 1 | 6 | 1540 | 0.9 | 8 | -3
N#CCOC(=O)/C=C/c1ccc2c(c1)OCO2 | 0.9 | 10 | 0.9 | 7 | -0.54 | 13 | -5 | 1579 | 0.9 | 6 | 0
C=CCn1c(CNC(=O)c2ccco2)nnc1SCC(=O)N1c2ccccc2Sc2ccccc21 | 1 | x | 1 | -5 | 0.45 | 7 | -4 | 1398 | 1 | 0 | -5
COc1ccc(NC(=O)CSc2nccn2-c2ccccc2)cc1 | 1 | -13 | 0.9 | 15 | x | 10 | -3 | 1381 | 0.8 | -7 | -3
O=C(NCCCn1ccnc1)c1ccc(S(=O)(=O)N2CCOCC2)cc1 | 0.9 | -21 | 0.9 | 14 | -0.91 | 2 | 10 | 1503 | 0.9 | -4 | 4
Cn1ccnc1SCCNC(=O)CCc1nnc(CCCCc2ccccc2)o1 | 1 | -17 | 1.1 | 6 | -0.19 | 10 | 3 | 1510 | 0.9 | 2 | 0
COc1ccc(-c2nc(CN3CCCCC3c3nccn3C)c(C)o2)c(C)c1C (stereo not given) | 1 | 1 | 0.9 | 2 | -0.78 | 5 | 6 | 1712 | 1 | 12 | -1
Cc1ccc(/C=N/NC(=O)Cn2nccc2C)o1 | 0.9 | x | 0.9 | 11 | x | 8 | -4 | 1440 | 0.9 | -1 | 5
CCCOc1ccc(/C=C/C(=O)NCc2ccccc2)cc1 | 0.9 | 10 | 1 | 9 | 0.02 | 14 | 5 | 1451 | 0.9 | 4 | 3
CN(C)CCN1C(=O)C(=O)/C(=C(/O)c2ccc(F)cc2)C1c1ccccc1 (stereo not given) | 1.1 | -36 | 1.1 | 7 | -0.24 | 4 | 8 | 1760 | 0.9 | 2 | 11
COc1ccc(NC(=O)NC(C)C2CC3CCC2C3)cc1 (stereo not given) | 1 | -5 | 0.9 | 19 | 1 | 6 | -1 | 1356 | 0.8 | -8 | -5
CC/C(Cc1ccccc1)=N\NC(=O)c1cc(C)oc1C | 1 | 12 | 0.9 | 44 | x | -12 | -4 | 1660 | 0.6 | -3 | 5
O=C(O)CC/C(=N/Nc1ncc(C(F)(F)F)cc1Cl)C(=O)O | 0.6 | -26 | 0.6 | 53* | -0.013 | 10 | 6 | 1491 | 0.5 | -6 | 1
O=S(=O)(/C(=C/c1ccc(C(F)(F)F)cc1)c1nc2ccccc2[nH]1)c1ccccc1 | 0.9 | 8 | 0.8 | 19 | -4.3* | 0 | -5 | 1476 | 0.8 | 1 | 1
O=C(COC(=O)c1cc(-c2cccs2)nn1-c1ccccc1)Nc1ccc(Cl)c([N+](=O)[O-])c1 | 0.9 | 0 | 0.8 | 14 | 0.5 | 0 | -6 | 1641 | 0.9 | 7 | 2
CC(C)COP(=O)(c1ccc(N(C)C)cc1)C(O)c1ccccn1 (stereo not given) | 0.9 | 0 | 0.9 | 18 | x | 3 | -7 | 1299 | 0.8 | 0 | -10
Cc1ccc(OC(C)C(=O)Nc2ccc(C)c(S(=O)(=O)Nc3ccc(C)cc3C)c2)cc1 (stereo not given) | 0.8 | 1 | 0.8 | 20 | -0.35 | 10 | 9 | 1537 | 0.8 | -1 | 0
N/C(=N\OC(=O)CCCCCN1C(=O)c2ccccc2C1=O)c1ccccn1 | 1 | -25 | 1 | 12 | -0.078 | -4 | 4 | 1349 | 0.9 | 0 | -2
O=C(O)c1cc(N=Nc2c(O)ccc3ccccc23)cc(C(=O)O)c1 | 0.7 | -3 | 0.8 | 34 | 0.91 | 10 | -10 | 1433 | 0.7 | -4 | -4
C=CCN(CC=C)Cc1c(O)ccc2c1oc(=O)c1ccccc12 | x | x | x | x | -0.88 | x | 21* | 1879 | x | 20 | 20
c1csc(CNc2ncnc3sccc23)c1 | x | x | x | x | -2.9* | x | 3 | 1594 | x | -6 | 4
COCCCN=Cc1c(C)[nH]n(-c2ccc(Br)cc2Br)c1=O | 1.1 | -5 | 1.2 | -5 | 1.1 | 6 | 4 | 1568 | 1 | -6 | 2
Nc1nc2n(n1)C(c1ccccc1)CC(c1ccc(F)cc1)N2 (stereo not given) | 0.9 | -40 | 1 | 13 | x | 4 | -3 | 1555 | 0.9 | -2 | 7
COc1ccc(-c2nnc(SCC(=O)Nc3cc(C)on3)n2N)cc1OC | 0.9 | -12 | 0.9 | 16 | x | 16 | 4 | 1616 | 0.8 | 5 | 0
Cc1cccc(NS(=O)(=O)c2ccc(C)c(C(=O)OCC(=O)Nc3cc(C)on3)c2)c1 | 0.8 | x | 0.8 | 18 | x | 4 | 4 | 1565 | 0.8 | 8 | 1
COc1ccc(/C(N)=N/OC(=O)Cc2ccccc2)cc1 | 0.9 | 10 | 0.8 | 14 | 0.039 | 2 | -1 | 1612 | 0.9 | 4 | 1
O=C(COc1ccccc1)Nc1ccc2c(c1)nc1n2CCOC1 | 1.1 | 1 | 1.1 | 9 | x | 2 | 0 | 1613 | 0.9 | 8 | 7
O=C(/C=C/c1ccc(F)cc1)c1ccccc1Br | 0.8 | 5 | 0.8 | 29 | -1.5 | -4 | 10 | 1639 | 0.7 | 5 | 1
CN=c1scc(C)n1/N=C/c1ccc(O)c(O)c1O | 0.2 | x | 0.2 | 76* | -0.12 | 41 | -5 | 1648 | 0.2 | 7 | 12
Cn1cc(/C=N/Nc2ccccc2)c2ccccc21 | 2.5* | -4 | 1.6 | 18 | -0.91 | 11 | 7 | 1897 | 0.8 | 3 | 9
O=c1c2c3nc4ccccc4nc3n(-c3ccc4c(c3)OCCO4)c2ncn1CC1CCCO1 (stereo not given) | 0.8 | -4 | 0.9 | 6 | x | 0 | x | x | 0.9 | x | x
CCO[C@H]1OC(C(=O)NCc2ccccc2)=C[C@@H](C2CC2)[C@@H]1CCCO | 1 | -24 | 1 | -17 | x | 7 | 14 | 1778 | 1.2 | 8 | 1
COc1ccc(-c2csc(NC(=O)C3COc4ccccc4O3)n2)cc1OC (stereo not given) | 0.9 | -6 | 0.8 | 9 | x | 10 | -4 | 1439 | 0.9 | 5 | 3
O=C(NC(=S)N1CCCCCC1)c1ccccc1Cl | 1 | -18 | 1 | -5 | 0.31 | 4 | 2 | 1588 | 1 | -3 | 5
CCOC(=O)c1cnc(SCC(=O)Nc2nc(C)c(C)s2)nc1N | 1 | -3 | 1 | 15 | -0.0021 | 4 | 0 | 1406 | 0.8 | 6 | 0
N#CC1(C#N)[C@@H](C(=O)C23CC4CC(CC(C4)C2)C3)C12CCOCC2 | 1.1 | -11 | 1.1 | 4 | 0.88 | 4 | 0 | 1721 | 1 | -4 | 4
CCn1cc(C2C(C(=O)Nc3cc(C)ccn3)=C(C)NC3=C2C(=O)CC(C)(C)C3)c(C)n1 (stereo not given) | 1.1 | -1 | 1 | 3 | 1.7 | -6 | 1 | 1712 | 1 | -4 | -1
Cc1c(-c2c(C#N)c(N)nc3c2CCCCCC3)cnn1C | 1 | x | 1 | 13 | x | 0 | 5 | 1496 | 0.9 | 0 | 6
CC1(C)C(C=C(Cl)Cl)C1C(=O)N(Cc1ccccc1Cl)C1CCS(=O)(=O)C1 (stereo not given) | 0.9 | -8 | 0.8 | 19 | -0.21 | 4 | 9 | 1345 | 0.8 | 1 | -1
CC1(C)CNC(=O)CC(C)(C)N1O | 0.9 | -21 | 0.9 | 7 | x | 2 | 2 | 1694 | 0.9 | -2 | 4
O=C(Nc1ccccc1)c1ccc(S(=O)(=O)N2CCOCC2)cc1 | 1 | x | 1 | 3 | 0.45 | 3 | 8 | 1566 | 1 | 9 | -2
N#CC1=C(N)Oc2n[nH]c(-c3cccs3)c2C1c1ccncc1 (stereo not given) | 0.8 | -4 | 0.9 | 13 | -0.023 | 9 | 4 | 1756 | 0.9 | 6 | 4
CN1CCN(Cc2nc3ccccc3c(=O)n2Cc2nc(-c3ccc4ccccc4c3)cs2)CC1 | 0.9 | -8 | 0.8 | 16 | -1.4 | -23 | 14 | 1706 | 0.8 | 11 | -1
Cc1nc2cc3sc(C)nc3cc2s1 | 0.9 | -30 | 1 | 8 | x | 7 | -6 | 1618 | 0.9 | -2 | 3

Profiles, looked up by structure. Screens in order: PMI act satM6P	S1P3 antag	PMI act	Diaphorase inh	ROMK primary	G6PDH CS	PPARg SRC1 recr	TR-FRET SRC-2 ct	Diaph act CS	PPARg SRC2 recr	PPARg SRC-3 ag
Shown for N#CC1=C(N)Oc2n[nH]c(-c3cccs3)c2C1c1ccncc1 (stereo not given) : 0.8	-4	0.9	13	-0.023	9	4	1756	0.9	6	4
Shown for CCOC(=O)c1cnc(SCC(=O)Nc2nc(C)c(C)s2)nc1N : 1	-3	1	15	-0.0021	4	0	1406	0.8	6	0
Shown for CC1(C)C(C=C(Cl)Cl)C1C(=O)N(Cc1ccccc1Cl)C1CCS(=O)(=O)C1 (stereo not given) : 0.9	-8	0.8	19	-0.21	4	9	1345	0.8	1	-1
Shown for Cc1c(-c2c(C#N)c(N)nc3c2CCCCCC3)cnn1C : 1	x	1	13	x	0	5	1496	0.9	0	6
